Source: PubChem BioAssay (several laboratories)
GalR3 antag: GalR3 antagonists in HEK293 cells, primary screen, cell-based, fluorescence readout. Galanin receptor type 3 (Homo sapiens), O60755. HEK293 GalR3-CNG cAMP membrane potential fluorescence; galR3 body fused to GalR1 C-terminus. inhibition, % at 3 µM. actives 0.44% (n = 360,000). AID 651719, 2012;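 active means inhibition above the screen-wide average plus 3 SD, cut at about 13% in these data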;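 further: forskolin and galanin both at EC90 stimulate the cells; cAMP rise reported by CNG channel membrane potential dye signal; 0% = forskolin plus galanin with DMSO and 100% = forskolin alone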
Target sequence (O60755 1-299 limits assumed): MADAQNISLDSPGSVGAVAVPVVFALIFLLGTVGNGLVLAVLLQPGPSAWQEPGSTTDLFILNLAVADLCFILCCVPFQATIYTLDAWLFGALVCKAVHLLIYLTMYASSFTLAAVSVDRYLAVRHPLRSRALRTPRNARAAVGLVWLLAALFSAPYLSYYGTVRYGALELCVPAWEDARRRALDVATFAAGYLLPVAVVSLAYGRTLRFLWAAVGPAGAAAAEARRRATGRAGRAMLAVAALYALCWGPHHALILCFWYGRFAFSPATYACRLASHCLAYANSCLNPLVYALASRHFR
GPR7 antag: GPR7 receptor antagonists, primary screen, cell-based, fluorescence, single concentration. Neuropeptides B/W receptor type 1 (Homo sapiens), P48145. GPR7-expressing cells, fluorescence antagonist assay. inhibition, % at 4.4 µM. actives 1.1% (n = 290,000). AID 1861, 2009; in the data active means inhibition above about 16%, passing the limit was not always enough;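 further: cells stimulated with the agonist NPW; 0% = agonist with vehicle and 100% = vehicle without agonist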
Target sequence (P48145 whole entry, looked up): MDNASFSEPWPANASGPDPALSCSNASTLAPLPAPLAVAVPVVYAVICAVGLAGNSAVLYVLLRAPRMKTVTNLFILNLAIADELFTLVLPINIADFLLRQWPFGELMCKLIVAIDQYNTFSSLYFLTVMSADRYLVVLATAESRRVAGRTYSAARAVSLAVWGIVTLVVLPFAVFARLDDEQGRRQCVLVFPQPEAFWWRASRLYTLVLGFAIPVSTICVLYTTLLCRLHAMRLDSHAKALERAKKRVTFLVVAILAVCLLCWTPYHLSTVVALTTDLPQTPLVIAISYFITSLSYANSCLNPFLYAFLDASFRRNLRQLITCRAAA
MEKK2 mut-MEK5: MEK5 binding signal on mutant MEKK2 PB1, primary screen, biochemical, multiplex bead flow cytometry, Alexa488-MEK5 | percent response, % at 10 µM | Alexa488-MEK5 binding to MEKK2 mutant | actives 0.35% (n = 290,000); in the data active means percent response above about 24%, passing the limit was not always enough; further: inactives centre near 1; some results filed as inactive read as strong as hits
OXTR potentiate: human OXTR potentiators, primary screen, fluorescence, CHO-OTR cells, Fluo-8 calcium; AID 2445, 2010; actives 0.061% (n = 320,000); activation, % at 3 µM; Oxytocin receptor (Homo sapiens), P30559; Fluo-8 calcium fluorescence, potentiator mode; 0% = oxytocin EC15, 100% = EC100;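 active means activation above that plate's cutoff, the mean activation of tested compounds plus 3 SD, cut at about 6.6% in these data, passing the limit was not always enough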;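 further: 100% uses oxytocin at 75 nM as the full agonist control; some results filed as inactive read as strong as hits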
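Assay system: CHO cell line stably expressing human OTR | Also added: Oxytocin at about EC15, sub-maximal agonist stimulus | Times: Compound 6 min at room temperature before oxytocin, 100 s read | Measured by: Fluo-8 intracellular calcium fluorescence, ex 470-495, em 515-575 nm | Controls: EC15 oxytocin alone as 0%, 75 nM oxytocin as 100%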
V1aR counter: agonists of human V1a receptor, primary screen, counter-screen for OXTR agonist project, fluorescence, CHO-V1R cells. Fluo-8 calcium fluorescence, agonist mode; 0% DMSO, 100% 3 nM vasopressin. activation, % at 3 µM. actives 0.25% (n = 320,000);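 active means activation above the mean activation of all tested compounds plus 3 SD, per screening run, cut at about 20% in these data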;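 further: signal is peak over basal fluorescence ratio across a 100 second FLIPR read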
Target sequence (P37288 whole entry, looked up): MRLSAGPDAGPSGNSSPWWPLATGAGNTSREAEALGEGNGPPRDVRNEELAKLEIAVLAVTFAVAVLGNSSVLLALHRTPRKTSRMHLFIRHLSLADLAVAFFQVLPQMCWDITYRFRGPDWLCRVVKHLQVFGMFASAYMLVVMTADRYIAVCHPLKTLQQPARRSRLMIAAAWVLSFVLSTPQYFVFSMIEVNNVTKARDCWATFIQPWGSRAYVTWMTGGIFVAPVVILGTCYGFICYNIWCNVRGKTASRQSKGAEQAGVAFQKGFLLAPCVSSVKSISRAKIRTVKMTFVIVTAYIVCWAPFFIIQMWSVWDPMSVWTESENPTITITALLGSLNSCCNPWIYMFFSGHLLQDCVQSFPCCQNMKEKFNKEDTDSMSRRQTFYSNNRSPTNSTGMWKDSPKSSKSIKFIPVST
NALP1 inh: NALP1 inflammasome inhibitors in reconstituted yeast, colorimetric, S. cerevisiae, triplicate retest; S. cerevisiae NALP1/ASC/caspase-1 growth, X-gal OD620, 72 h; inhibition, % at 10 µM; actives 0.61% (n = 280,000); AID 2071, 2009; in the data active means inhibition mostly above about 24%, no sharp cut-off; inactive means mostly below about 32%; further: some compounds called inactive have numbers as strong as hits
OXTR agonist: human OXTR agonists, primary screen, fluorescence, CHO-OTR cells, Fluo-8 calcium | activation, % at 3 µM | Fluo-8 calcium fluorescence; normalized: DMSO 0%, oxytocin 100% | actives 0.32% (n = 320,000) | Oxytocin receptor (Homo sapiens), P30559;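 active means activation above the mean of all tested compounds plus 3 SD, cutoff set per screening run, cut at about 20% in these data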;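 further: peak over basal fluorescence ratio from a 100 s FLIPR kinetic read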
MEKK2wt PB1 HTS: modulators of MEK5 binding to wildtype MEKK2, primary screen, biochemical, multiplex bead flow cytometry, Alexa488-MEK5; Mitogen-activated protein kinase kinase kinase 2 (Homo sapiens), Q9Y2U5; Alexa488-MEK5 binding to MEKK2 WT; actives lie on both sides; binding response (% of control), % at 10 µM; actives 1.1% (n = 290,000); AID 1531, 2009; in the data active means binding response below about 67% or above about 130%
PfM18AAP inh: PfM18AAP inhibitors, malaria aminopeptidase, primary screen, biochemical, QFRET, recombinant enzyme | M18 aspartyl aminopeptidase (Plasmodium falciparum 3D7) | H-Glu-NHMec fluorogenic cleavage | inhibition, % at 7.35 µM | actives 1.2% (n = 290,000);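 active means inhibition above the campaign mean inhibition over all tested compounds plus 3 SD, cut at about 28% in these data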;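 further: 0% = plate median of test compound wells and 100% = 2 mM ZnCl2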
Numbers without * were called inactive; . = no result given; [ ] = remark or other dose. This is a random part of the collection (roughly 4.1% active in at least one column).

SMILES | GalR3 antag | GPR7 antag | MEKK2 mut-MEK5 | OXTR potentiate | V1aR counter | NALP1 inh | OXTR agonist | MEKK2wt PB1 HTS | PfM18AAP inh
CCC(NC(=O)Cn1cnc2c(=O)n(C)c(=O)n(C)c21)c1ccccc1 (stereo not drawn) | -4 | -3 | 2 | -4 | 0.8 | -78 | -0.6 | 100 | -2
CCOC(=O)c1c(C)[nH]c(C)c1C(=O)COC(=O)[C@@H](NC(=O)c1ccccc1OCC)C(C)C | -5 | 4 | 3 | 7 | -0.7 | 5 | -2.0 | 101 | 0
Cc1cc(C)n2nc(C(=O)OCC(=O)N(CC(C)C)C3CCS(=O)(=O)C3)nc2n1 (stereo not drawn) | -6 | . | . | 1 | 0.3 | . | 0.1 | . | .
COc1ccc(C(=O)c2sc(Nc3ccccc3)c(C(=O)Nc3ccc(OC)c(OC)c3)c2N)cc1 | -3 | 8 | -13 | -8 | 1.4 | 17 | 3.0 | 81 | 0
Cc1cccc(-n2nc3c(c2NC(=O)c2ccco2)CS(=O)(=O)C3)c1C | 2 | -9 | 2 | -16 | -0.2 | -7 | 0.1 | 104 | -3
O=S(=O)(c1ccc(Cl)cc1)N1CCN(Cc2ccc(O)c3ncccc23)CC1 | -3 | -5 | 0 | -17 | -1.3 | 6 | -1.3 | 108 | -4
COc1ccc(N2CCN(C(=O)NCc3ccc(OC)c(OC)c3)CC2)cc1 | -6 | -4 | -4 | -5 | 2.2 | 19 | 4.8 | 97 | -2
COc1ccc2cc3cc(C(=O)N(C)C4CCCCC4)oc3nc2c1 | . | 12 | 0 | -7 | -0.5 | -11 | -1.8 | 99 | 5
Cc1cc(C)c2ccc(Cl)cc2n1 | -4 | -13 | 1 | -5 | 1.1 | 1 | -0.1 | 102 | -2
O=C(Cc1ccccc1)NCc1ccc(-n2cccc2)cc1 | -2 | -6 | -2 | -13 | -0.1 | 29 | -2.1 | 99 | 4
CN1/C(=C\C=C2\N=C(c3ccc(F)cc3)OC2=O)C(C)(C)c2ccccc21 | -2 | -7 | 2 | -16 | 3.0 | 14 | 0.3 | 84 | -1
COC(=O)C(C#N)C(c1cccnc1)c1c(C)[nH][nH]c1=O (stereo not drawn) | -1 | -12 | 1 | 1 | -0.3 | 7 | 0.2 | 105 | 6
O=C(O)CCCCCn1c(SCC(=O)Nc2ccc(F)cc2)nc2ccsc2c1=O | -2 | -6 | -7 | -7 | -0.8 | -24 | 0.8 | 90 | -1
COc1cc(OC)cc(-c2nc(-c3ccccc3OC)no2)c1 | -3 | -10 | 2 | -20 | 0.1 | 10 | -1.2 | 98 | -3
COc1ccc(C(=O)NC2CCN(S(=O)(=O)c3ccccc3F)CC2)cc1 | -10 | -9 | 11 | -4 | 0.4 | 14 | -1.9 | 108 | -22
Cc1ccc(C(=O)Nc2ccc(N3CCCC3)cc2)cc1 | -3 | -1 | -2 | -19 | -0.1 | -1 | -1.0 | 97 | 8
COc1ccccc1OCc1ccc(C(=O)Nc2cc(OC)c(OC)c(OC)c2)o1 | -2 | -15 | 3 | . | . | 10 | . | 111 | 1
Cc1cc(NC(=O)CSc2nc(-c3ccc(F)cc3)cs2)no1 | -2 | -3 | 3 | -4 | 3.4 | 6 | -0.9 | 100 | -4
CC(=O)Nc1sc(C)c(C)c1C(=O)OCC(=O)Nc1cccc(C)c1 | -5 | . | . | -9 | 1.3 | . | 0.4 | . | .
Cc1ccc(Nc2nc(N)nc(CCl)n2)cc1 | 3 | -18 | -1 | 0 | -0.6 | . | -2.8 | 95 | 6

By substructure, the entries above with a furan ring, fused or not
SMILES | GalR3 antag | GPR7 antag | MEKK2 mut-MEK5 | OXTR potentiate | V1aR counter | NALP1 inh | OXTR agonist | MEKK2wt PB1 HTS | PfM18AAP inh
Cc1cccc(-n2nc3c(c2NC(=O)c2ccco2)CS(=O)(=O)C3)c1C | 2 | -9 | 2 | -16 | -0.2 | -7 | 0.1 | 104 | -3
COc1ccc2cc3cc(C(=O)N(C)C4CCCCC4)oc3nc2c1 | . | 12 | 0 | -7 | -0.5 | -11 | -1.8 | 99 | 5
COc1ccccc1OCc1ccc(C(=O)Nc2cc(OC)c(OC)c(OC)c2)o1 | -2 | -15 | 3 | . | . | 10 | . | 111 | 1

New compounds follow:
SMILES | GalR3 antag | GPR7 antag | MEKK2 mut-MEK5 | OXTR potentiate | V1aR counter | NALP1 inh | OXTR agonist | MEKK2wt PB1 HTS | PfM18AAP inh
COc1ccccc1-c1ccc(=O)n(CC(=O)Nc2ccc(C(=O)N3CCCC3)cc2)n1 | -7 | 6 | 6 | -2 | 0.4 | 24 | -0.8 | 110 | -3
O=C(Nc1ccc(Cl)c(-c2nc3ccccc3[nH]2)c1)c1cccnc1 | -8 | -8 | 1 | -10 | 0.4 | . | 1.9 | 93 | 6
CC(C)(C)N(Cc1ccccc1)C(=O)COC(=O)CCc1c[nH]c2ccccc12 | 1 | -3 | 5 | -8 | 0.5 | 27 | 0.6 | 104 | -1
COc1cc(OC)cc(C(=O)Nc2nc3ccc(S(C)(=O)=O)cc3s2)c1 | -7 | -3 | -2 | -12 | 0.3 | 3 | 0.0 | 105 | -2
CC(=O)Oc1ccccc1C(=O)Nc1ccccc1C(=O)N1CCCC1 | 3 | -8 | 2 | -5 | 0.3 | 7 | -0.9 | 101 | 2
O=C(Nc1ccccc1N1CCCC1)c1ccc([N+](=O)[O-])cc1Cl | 0 | 7 | -7 | -1 | -1.0 | 15 | -2.2 | 90 | -11
O=S(=O)(NCCC1CC1(Cl)Cl)c1ccc(Cl)cc1 (stereo not drawn) | -5 | -2 | 7 | -15 | -1.1 | 3 | -2.7 | 103 | -4
CCn1c(=O)c(C(=O)NCCc2ccccc2)c(O)c2ccccc21 | -1 | -6 | 0 | -1 | 13 | -3 | 1.2 | 101 | -4
CCC(=O)N1CCc2cc(S(=O)(=O)CCC(=O)NCc3ccccc3OC)ccc21 | 4 | -7 | 3 | -3 | -0.5 | 14 | -1.7 | 99 | -2
S=c1[nH]nc(-c2ccccn2)n1/N=C/c1ccc(Cl)cc1 | 1 | -14 | -16 | -6 | 1.8 | -1 | -1.5 | 89 | 6
CCN(C(=O)COC(=O)c1oc2ccccc2c1C)c1c(N)n(Cc2ccccc2)c(=O)[nH]c1=O | -2 | . | . | 3 | 0.6 | . | 0.4 | . | .
O=C1NCCN(Cc2ccc(Cl)c(F)c2)C1CC(=O)N1CCCO1 (stereo not drawn) | -6 | -7 | -13 | -8 | 0.3 | -3 | -0.8 | 89 | -8
COc1cc(NC(=O)c2ccc3c(c2)C(=O)N(CCC(C)C)C3=O)c(C(=O)O)cc1OC | -1 | 19 | 0 | -1 | -0.1 | 11 | 0.2 | 103 | -6
CCCCNC(=O)C1CC(c2ccccc2[N+](=O)[O-])=NO1 (stereo not drawn) | -6 | -4 | 2 | -2 | 0.5 | 11 | -0.1 | 102 | 5
O=C(CNC(=O)c1ccc(Br)o1)NNC(=O)c1n[nH]c(=O)c2ccccc12 | -4 | . | . | -1 | 0.4 | . | 0.7 | . | .
CCC1=NN(C(=O)Cc2ccc(OC)c(OC)c2)C(O)(C(F)(F)F)C1 (stereo not drawn) | -11 | -4 | -1 | 2 | 2.3 | 32 | -0.7 | 97 | 0
O=C(c1cccs1)c1coc2ccc(O)cc12 | 1 | 15 | 3 | -7 | 0.2 | 0 | -1.8 | 99 | -15
CCOC(=O)c1csc(NC(=O)c2ccc(S(=O)(=O)N3CCCC3)cc2)n1 | 2 | -3 | 7 | -2 | 1.0 | 21 | 0.3 | 104 | -2
Cc1ccc(S(=O)(=O)CCNC(=O)Cc2ccccc2)cc1 | 7 | -7 | -3 | -3 | -0.7 | 5 | -0.4 | 97 | -7
CC(C)[C@H](NC(=O)OC(C)(C)C)c1nnc(SCc2cccc(F)c2)o1 | -1 | -2 | -6 | -18 | 2.1 | 3 | -2.3 | 79 | -6
COC(=O)c1sc2nc(CSc3ccc(Br)cc3)[nH]c(=O)c2c1C | -2 | -1 | -10 | -17 | 0.8 | 21 | -0.3 | 94 | -1
N#C/C(=C\c1cc(O)c(O)c(O)c1)C(N)=O | -3 | 6 | 7 | -3 | -0.2 | -9 | 0.7 | 93 | 60*
COc1ccc(NC(=O)NCCN2CCN(c3cccc(Cl)c3)CC2)cc1 | . | 10 | 7 | -5 | 6.7 | 24 | 5.1 | 116 | 2
O=C(CNC(=S)NC(=O)c1ccc(Cl)cc1)c1ccccc1 | 1 | 12 | -1 | -1 | -0.9 | 15 | -2.1 | 105 | 3
Cc1ccc(Cl)cc1N1CCN(CC(O)COC(C)C)CC1 (stereo not drawn) | 5 | 8 | 0 | -9 | -0.5 | . | -1.2 | 99 | 2
Cn1c(CCNC(=O)c2ccco2)nc2cc(NC(=O)c3ccco3)ccc21 | -5 | -6 | -3 | 7 | 0.6 | 39 | -0.1 | 102 | 5
CCN(CC)S(=O)(=O)c1cc(C(=O)Nc2nncs2)c(Cl)cc1Cl | -4 | 14 | -3 | -1 | 0.9 | 2 | 1.0 | 97 | 5
COc1ccccc1N1CCN(C2CCN(C(=O)COc3cccc(C)c3)CC2)CC1 | 3 | -6 | -2 | -2 | -0.8 | 38 | -1.1 | 99 | -10
CSC(=NC#N)N1CCN(c2ccccc2)CC1 | -4 | 5 | 5 | -4 | -0.4 | 5 | -0.4 | 101 | 1
CC(C)(C)c1ccc(C(=O)NNC(=O)C2CCCCC2)cc1 | 4 | -3 | -5 | 1 | -0.1 | 6 | 0.4 | 94 | -6
O=C(Nc1nc2cc3c(cc2s1)OCO3)C1CCCCC1 | -1 | -13 | -1 | -7 | 0.5 | 16 | -1.3 | 101 | -2
COc1cc(CCC(=O)OCC(=O)Nc2nc(C)c(Cl)cc2Cl)cc(OC)c1OC | -10 | -5 | -32 | -3 | 0.2 | 8 | -0.4 | 12*[inhibitor] | -1
COc1ccccc1OCC(=O)Nc1cc(C)ccc1NC(=O)c1ccco1 | -1 | 3 | 6 | -10 | -0.6 | 0 | 1.1 | 103 | 2
CCOc1cc(C)ccc1OCc1nnc(SCC(=O)c2cccc([N+](=O)[O-])c2)n1CC | -10 | -6 | 5 | -3 | 0.0 | 4 | 3.8 | 98 | 7
Cc1cc(C(=O)NCc2ccco2)c2ccccc2n1 | -4 | -3 | -5 | -5 | -0.4 | -5 | 0.2 | 98 | -14
Cc1nnsc1C(=O)Nc1ccc(S(=O)(=O)N2CCCCC2)cc1 | 5 | 12 | -7 | -10 | 8.5 | 32 | 3.0 | 98 | 7
CCOc1ccc(/C=C/C2=NNC(=O)CC2)cc1 | 1 | -2 | -6 | 1 | 0.7 | 15 | -0.5 | 95 | 4
N#CC1=C(N)C(C#N)(C#N)C(c2ccc[nH]2)C2CCCC=C12 (stereo not drawn) | -11 | 9 | -1 | -6 | 4.5 | 7 | 2.8 | 99 | 12
